High-throughput results: PubChem BioAssay, several laboratories
MRP resist rev = MRP-mediated drug resistance reversal; H69AR cells + 2 uM doxorubicin, CellTiter-Glo, 72 h; differential viability (reversal), % at 10 µM; 0.04% of 85,000 active; AID 602;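 active = viability drop by adding the cancer drug above about 55%, with treated viability meeting a 40% cutoff, limit read from the data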;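 also: viability without doxorubicin minus viability with 2 µM doxorubicin for each compound; larger differential means the compound sensitizes cells more to doxorubicin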
NFkB transloc inh = blocks IL-1B driven NFkB nuclear translocation in HUVEC cells; HUVEC IL-1B NFkB p65 nuclear translocation imaging; inhibition, % at 2 µM; 0.43% of 94,000 active; AID 796;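 active = inhibition above about 30% together with a positive call from visual inspection of the well image, limit read from the data; inconclusive = inhibition above a set limit but visual check negative; inactive = inhibition not above a set limit, visual check negative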;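 also: nuclear over cytoplasmic p65 intensity ratio measured by imaging; 0% = IL-1B stimulated DMSO wells and 100% = unstimulated DMSO wells; values of inactives mirror those of a sister screen read the other way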
Bcl-B TR3 displacers = displacers of TR3 peptide from Bcl-B, primary screen, selectivity assay for Bfl-1 inhibitor project, biochemical, fluorescence polarization; FP displacement of FITC-TR3 peptide from Bcl-B; higher % means a stronger effect; displacement, % at 20 µM; hits with a dose series show IC50 in µM; 0.11% of 96,000 active;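 active = displacement above 50% at 20 µM plus a fluorescence interference ratio under 1.5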;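 also: plate controls were wells without compound for no effect and wells lacking Bcl-B protein for full effect; a part of the inactive calls stands beside numbers as strong as those of hits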
PLAP inhibitors HTS = PLAP enzyme inhibitors, biochemical, luminescence, HTS (AID 690); purified PLAP, luminescent substrate; higher % means a stronger effect; 0.08% of 96,000 active; one-dose inhibition, % at 20 µM; IC50 in µM for titrated hits; in the data active = a potency from the dose series; inactive = the rest, 99 in 100 with inhibition below about 30%; also: strong numbers were not always called active
IL1B NFkB pot = enhances IL-1B driven NFkB nuclear translocation; AID 819; 0.3% of 94,000 active; activation, % at 2 µM; HUVEC IL-1B NFkB p65 nuclear translocation imaging;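 active = activation above 40%, about the mean plus 3 SD, also judged a hit on visual image review; inconclusive = activation above 40% but not a hit on visual review; inactive = activation not above 40% and no visual hit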;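 also: percent activation is computed from the nuclear over cytoplasmic p65 intensity ratio; values of inactives mirror those of a sister screen read the other way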
MRP resist rev cytotoxicity = further read-out of MRP resist rev, marked with its call; viability, %; H69AR cells, CellTiter-Glo, 72 h; measured here: cytotoxicity without doxorubicin
MRP resist rev with doxorubicin = recorded beside MRP resist rev, whose call it bears; viability, %; measured here: viability with 2 uM doxorubicin; active compounds read low
NFkB transloc inh cell count 2 µM = further read-out of NFkB transloc inh, marked with its call; cell count; measured here: cells passing quality filter;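 raw number of nuclei counted in each imaged well without normalization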
IL1B NFkB pot cell count 2 µM = second read-out of IL1B NFkB pot, no call of its own (marks repeat the call); cell count; measured here: cells passing quality filter
Starred values were filed as active, the others as inactive; ? = inconclusive; . = not tested or not shown.

SMILES	MRP resist rev	MRP resist rev cytotoxicity	MRP resist rev with doxorubicin	NFkB transloc inh	NFkB transloc inh cell count 2 µM	Bcl-B TR3 displacers	PLAP inhibitors HTS	IL1B NFkB pot	IL1B NFkB pot cell count 2 µM
O=C(O)CC(CC(=O)Nc1nncs1)c1ccccc1 (stereo unspecified)	-6	98	104	18	105	6%	7%	-18	105
Cc1cc(C)c(NC(=O)CSc2nc3c(c(=O)n2C)SC(C)C3)c(C)c1 (stereo unspecified)	2	74	72	-3	59	-1%	1%	3	59
Cc1cc(C(=O)NCCCn2ccnc2)cs1	-3	98	101	-31	134	0%	20%	31	134
CSc1nc2ccccc2n1C(=O)Oc1ccccc1	-18	61	79	6	93	-11%	-12%	-6	93
O=c1[nH]n2c(=O)c3c([nH]c2c1N=Nc1cccc(C(F)(F)F)c1)CCCC3	0	76	77	0	81	.	.	0	81
O=C(COC(=O)c1ccco1)NCc1ccco1	6	96	90	-2	118	4%	8%	2	118
O=C(NCC1(c2ccccc2)CCOCC1)c1ccc(Br)o1	0	104	103	-7	172	-8%	-26%	7	172
CCOC(=O)c1[nH]c(C)c(/C(O)=C2\C(=O)C(=O)N(CCCN(C)C)C2c2ccncc2)c1C (stereo unspecified)	.	.	.	8	211	1%	4%	-9	211
COc1cccc(-c2cc(C(=O)NCCCn3ccnc3)no2)c1	11	89	78	1	182	3%	13%	-1	182
COc1ccc(F)cc1S(=O)(=O)NC1CC(C)(C)NC(C)(C)C1	-5	88	93	-20	90	5%	-7%	20	90
Cc1cc(NC(=O)C2CCN(S(=O)(=O)c3cccs3)CC2)no1	6	83	78	-1	152	9%	18%	1	152
CCC1Oc2ccccc2N(CC(=O)Nc2ccccc2OC)C1=O (stereo unspecified)	6	87	81	-22	189	-14%	7%	22	189
Cc1cc(C(=O)CN2C(=O)C3CC=CCC3C2=O)c(C)n1-c1ccccc1 (stereo unspecified)	-1	72	73	.	.	6%	-43%	.	.
c1ccc(-c2cn3nc(-c4ccccc4)c(-c4ccccc4)nc3n2)cc1	.	.	.	4	173	3%	-13%	-4	173
Cc1c2c(nc3nc4ccccc4n13)CC(C)(C)CC2=O	29	56	27	-6	152	0%	5%	6	152
C#CC1CN(Cc2ccccc2)CC(C#C)N1C (stereo unspecified)	.	.	.	-3	134	2%	1%	3	134
CCOC(=O)NC(=O)/C(C#N)=N\Nc1ccc(Cl)cc1	11	99	88	.	.	11%	-10%	.	.
Cc1cc(NC(=O)CSc2cn(CCNC(=O)c3ccc(Cl)cc3)c3ccccc23)no1	6	84	78	.	.	1%	7%	.	.
CCN(CC)CC(=O)Nc1ccc2c(c1)N(C(=O)CN(CC)CC)c1ccccc1CC2	7	82	75	-5	168	-4%	-77%	5	84
c1ccc2c(c1)[nH]c1c(N3CCN(C4CCCCC4)CC3)ncnc12	-11	79	90	-65	139	0%	.	?	.
Cc1occc1-c1nnc(SCC(=O)N2CCOCC2)o1	2	103	101	4	107	2%	8%	-4	107
COc1cccc(C2CC(c3ccc(C(C)C)cc3)n3nc(N)nc3N2)c1 (stereo unspecified)	-5	87	91	-6	60	0%	1%	6	60
CCOC(=O)C1=C(C)N=C(SC)N(C)C1c1ccccc1 (stereo unspecified)	-5	75	79	7	170	12%	-7%	-7	170
Cc1cc(NC(=O)CS(=O)(=O)c2cn(Cc3ccccc3Cl)c3ccccc23)no1	-7	88	94	15	159	6%	-21%	-15	159
O=C(CS(=O)CC(=O)N(CC(=O)NC1CCCC1)c1ccc2c(c1)OCCO2)Nc1ccc(F)cc1 (stereo unspecified)	.	.	.	2	151	-3%	-29%	-2	151
C#CCN1C(=O)C(O)(CC(=O)c2cc(OC)ccc2OC)c2ccccc21 (stereo unspecified)	-18	18	36	3	85	-7%	6%	-3	85
Cc1ccc(-n2nnnc2-c2cnc3cc4c(cc3c2C)OCO4)cc1	.	.	.	-25	138	0%	-4%	25	138
CC(=O)NCCc1ccc(S(=O)(=O)NCc2ccc3c(c2)OCO3)cc1	-2	87	89	-16	133	-8%	13%	16	133
CCN(c1ccc(NC(=O)COC(=O)c2ccc3ccccc3n2)cc1)C(C)C	-5	85	90	20	165	-1%	4%	-19	165
O=C(Oc1ccc(N2C(=O)CCC2=O)cc1)c1ccco1	5	92	87	.	.	-1%	8%	.	.
CCOC(=O)c1cc(C(=O)Nc2cccc(C)c2)nn1C	.	.	.	4	144	-4%	18%	-4	144
CCCCNC(=O)c1nn(-c2ccccc2OC)c(=O)c2ccccc12	-19	64	83	.	.	-4%	13%	.	.
CCOC(=O)C1=C(C)N(c2nonc2NC(C)=O)C(N)=C(C#N)C1c1ccccc1F (stereo unspecified)	.	.	.	-5	105	-11%	-19%	5	105
Cc1ccc(-n2c(CNc3ccc(F)cc3)nnc2SCC(=O)N2CCCC2)cc1	3	95	93	-10	176	-5%	-52%	10	176
Oc1ccc(Cl)cc1CNCC1CCCO1 (stereo unspecified)	-12	94	106	0	129	-25%	14%	0	129
COC(=O)COc1ccc(=O)n(-c2ccccc2)n1	-28	70	98	-13	161	-5%	15%	13	161
CCN(CC(=O)NCc1cccs1)C(=O)c1cc(S(=O)(=O)N2CCOCC2)ccc1C	18	96	78	-13	143	-2%	-35%	13	143
CCOC(=O)C1CN(S(=O)(=O)c2ccc(C)cc2)CCN1S(=O)(=O)c1ccc(C)cc1 (stereo unspecified)	-8	85	93	-1	125	-9%	5%	1	125
CCCOc1ccc(N2CC(C(=O)Nc3ccccn3)CC2=O)cc1 (stereo unspecified)	-6	84	89	-8	138	3%	-3%	8	138
CCOC(=O)C1CCCN(C(=O)c2cn(CC)c3ccc(S(=O)(=O)N(C)C)cc3c2=O)C1 (stereo unspecified)	7	93	86	1	71	-2%	-38%	-1	71
C/C(=N\NS(=O)(=O)c1ccc(C)cc1)c1ccc(C)s1	14	110	96	-8	162	-6%	0%	8	162
N#Cc1cc2c(nc1SCc1cccnc1)CCC2	-2	102	104	12	105	2%	19%	-12	105
CCn1cc(C(=O)NCc2ccccc2)c(=O)c2cc(F)c(N3CCN(C(=O)c4ccco4)CC3)cc21	-9	12	21	-7	67	-12%	-55%	7	67
COc1ccccc1OCc1nc2ccccc2s1	.	.	.	10	166	-28%	-4%	-10	166
NC(=O)c1cnn(Cc2ccc(Cl)cc2)c1N	.	.	.	-16	205	0%	5%	16	205
Cc1cnc(NC(=O)CSc2nnc(-c3ccc(Cl)cc3Cl)n2N)s1	-1	81	82	7	164	0%	10%	-7	164
NC(=O)C1CC=CCC1C(=O)OCC(Cl)=C(Cl)Cl (stereo unspecified)	8	97	89	-11	192	4%	-1%	11	192
CC(=O)NCCSCCNC(C)=O	0	101	101	.	.	5%	12%	.	.
Cn1c(SCC(=O)c2ccccc2)nc2cccnc21	-9	103	112	4	166	-7%	16%	-4	166
O=C1C2ON(c3ccccc3)C(c3ccccn3)C2C(=O)N1c1ccc(Br)cc1 (stereo unspecified)	-8	105	113	-35	125	-10%	-53%	35	125
CCC(=O)N(Cc1cccs1)C1CCOC(C)(C)C1 (stereo unspecified)	6	90	84	-30	132	-7%	6%	30	132
CNC(=O)c1cc2ccccc2o1	2	97	95	5	133	.	.	-5	133
COC(=O)c1ccc(CN2C(=O)NC3(CCCCC3C)C2=O)o1 (stereo unspecified)	12	104	92	.	.	8%	0%	.	.
CSc1oc(-c2ccc(F)cc2)nc1S(=O)(=O)c1ccc(F)cc1	-1	86	87	6	134	-3%	0%	-6	134
O=C(/C=C/c1cc2c(cc1Br)OCO2)NCc1ccc(F)cc1	.	.	.	0	166	-6%	1%	0	166
COc1ccc(-n2c(SCC(=O)Nc3ccc4c(c3)OCO4)nnc2C(C)N2CCCCC2)cc1 (stereo unspecified)	10	103	93	-12	126	2%	-41%	12	126
O=C(Nc1ccc(F)cc1)c1cccnc1N1CCCCC1	-6	73	79	-26	121	15%	-86%	26	121
Cc1ccccc1Cn1cnc2c([N+](=O)[O-])c(C)c(C)cc21	.	.	.	.	.	1%	10%	.	.
CCCCNCCOCCSc1ccc(Cl)cc1	.	.	.	12	120	-3%	1%	-12	120
c1ccc(OCc2nn3c(-c4ccco4)nnc3s2)cc1	-3	84	87	-10	135	10%	10%	10	135

Rewritten bar-delimited: entries from further up.
Structure | MRP resist rev | MRP resist rev cytotoxicity | MRP resist rev with doxorubicin | NFkB transloc inh | NFkB transloc inh cell count 2 µM | Bcl-B TR3 displacers | PLAP inhibitors HTS | IL1B NFkB pot | IL1B NFkB pot cell count 2 µM
Cc1cnc(NC(=O)CSc2nnc(-c3ccc(Cl)cc3Cl)n2N)s1 | -1 | 81 | 82 | 7 | 164 | 0% | 10% | -7 | 164
NC(=O)C1CC=CCC1C(=O)OCC(Cl)=C(Cl)Cl (stereo unspecified) | 8 | 97 | 89 | -11 | 192 | 4% | -1% | 11 | 192
CC(=O)NCCSCCNC(C)=O | 0 | 101 | 101 | . | . | 5% | 12% | . | .
Cn1c(SCC(=O)c2ccccc2)nc2cccnc21 | -9 | 103 | 112 | 4 | 166 | -7% | 16% | -4 | 166
O=C1C2ON(c3ccccc3)C(c3ccccn3)C2C(=O)N1c1ccc(Br)cc1 (stereo unspecified) | -8 | 105 | 113 | -35 | 125 | -10% | -53% | 35 | 125
CCC(=O)N(Cc1cccs1)C1CCOC(C)(C)C1 (stereo unspecified) | 6 | 90 | 84 | -30 | 132 | -7% | 6% | 30 | 132
CNC(=O)c1cc2ccccc2o1 | 2 | 97 | 95 | 5 | 133 | . | . | -5 | 133

Going on with the list:
SMILES	MRP resist rev	MRP resist rev cytotoxicity	MRP resist rev with doxorubicin	NFkB transloc inh	NFkB transloc inh cell count 2 µM	Bcl-B TR3 displacers	PLAP inhibitors HTS	IL1B NFkB pot	IL1B NFkB pot cell count 2 µM
O=C(NCCC1=CCCCC1)c1cc2c(s1)CS(=O)(=O)C2	11	89	78	2	154	0%	26%	-2	154
O=C(COc1ccc([N+](=O)[O-])cc1)NCc1ccccc1	.	.	.	-16	182	-6%	-13%	16	182
Cc1ccc2c(c1)N(CC(=O)NCc1cccnc1)C(=O)CO2	1	100	99	13	105	.	.	-13	105
CCOc1ccccc1C1C(C(N)=O)=C(C)Nc2nc(-c3cccc(C)c3)nn21 (stereo unspecified)	.	.	.	-1	91	-17%	.	1	91
COC(=O)Cc1c(C)c2c(OCc3nn[nH]n3)cc(C)cc2oc1=O	-1	97	98	3	152	-6%	7%	-3	152
O=C1NC(c2ccccc2Cl)Nc2ccccc21 (stereo unspecified)	.	.	.	10	132	1%	12%	-10	132
O=S(=O)(c1ccc2c(c1)OCCCO2)N1CCNCC1	.	.	.	-2	125	0%	12%	2	125
O=C(Nc1ncccc1Cl)C(Sc1ccccc1)c1ccccc1 (stereo unspecified)	.	.	.	.	.	-6%	6%	.	.
N#CC(c1nc2ccccc2nc1N1CCCC1)S(=O)(=O)c1cccs1 (stereo unspecified)	13	84	71	-8	73	-1%	-36%	8	73

An excerpt; the hit share may differ from the screen's.
